TAAR1 agonist: human TAAR1 agonism; CHO RD-HGA16 TAAR1, Fluo-8 calcium fluorescence; vehicle wells 0%, saturating PEA agonist 100%; activation, % at 3 µM; Q96RJ0; 360,000 compounds, 0.99% hits;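 active = activation above the mean activation of all test compounds in the run plus 3 SD, cut at about 38% in these data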
Target sequence (Q96RJ0 whole entry, looked up): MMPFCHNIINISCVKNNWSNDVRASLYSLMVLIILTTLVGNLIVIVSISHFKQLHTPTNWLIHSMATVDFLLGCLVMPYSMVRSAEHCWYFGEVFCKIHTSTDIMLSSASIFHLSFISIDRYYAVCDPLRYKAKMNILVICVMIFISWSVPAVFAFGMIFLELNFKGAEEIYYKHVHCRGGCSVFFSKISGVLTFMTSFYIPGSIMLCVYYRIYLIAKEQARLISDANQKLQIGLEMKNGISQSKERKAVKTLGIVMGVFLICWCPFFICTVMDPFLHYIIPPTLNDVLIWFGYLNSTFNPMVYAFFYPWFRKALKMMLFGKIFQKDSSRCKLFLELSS
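test system = CHO RD-HGA16 cells carrying human TAAR1 plus Gα16 | schedule = 17-24 h seeding, 75 min 37 °C dye, 30 min RT | compound dosing = 3 µM single concentration | control set = DMSO and PEA EC100 | replicates = n 1 | signal = Fluo-8 fluorescence, 5 s baseline then 140 s kinetic read | measure = percent activation vs PEA EC100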
M1 antag: human CHRM1 antagonism; CHO-K1 hM1, Fluo-8 calcium fluorescence, ACh EC80 antagonist; 360,000 compounds, 1.3% hits; inhibition, % at 3 µM; P11229;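 active = percent inhibition above its own plate's cutoff, namely the mean of that plate's compound wells plus 3 SD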;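 also: peak over basal fluorescence ratio during 140 s after agonist addition; 0% = ACh EC80 plus DMSO and 100% = DMSO alone without agonist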
Target sequence (P11229 whole entry, looked up): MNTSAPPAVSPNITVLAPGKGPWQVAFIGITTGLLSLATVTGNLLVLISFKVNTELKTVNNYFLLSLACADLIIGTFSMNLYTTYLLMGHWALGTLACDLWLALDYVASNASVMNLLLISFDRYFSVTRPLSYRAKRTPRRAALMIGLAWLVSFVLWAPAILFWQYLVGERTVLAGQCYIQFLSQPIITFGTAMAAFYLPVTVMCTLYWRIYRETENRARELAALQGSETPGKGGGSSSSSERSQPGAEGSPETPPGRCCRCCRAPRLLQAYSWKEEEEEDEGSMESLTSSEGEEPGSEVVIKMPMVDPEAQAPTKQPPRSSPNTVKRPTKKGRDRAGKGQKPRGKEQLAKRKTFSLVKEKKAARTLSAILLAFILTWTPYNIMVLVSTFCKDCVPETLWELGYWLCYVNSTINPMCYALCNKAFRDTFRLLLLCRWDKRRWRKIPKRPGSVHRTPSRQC
CHRM1 agonist: human M1 muscarinic receptor agonism; P11229; CHO-K1 hM1, Fluo-8 calcium fluorescence, agonist mode; 0% DMSO, 100% acetylcholine EC100; activation, % at 3 µM; 360,000 compounds, 0.33% hits; AID 588814;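 active = activation above the run's mean compound activation plus 3 SD, cut at about 16% in these data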;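 also: peak over basal fluorescence ratio within a 140 s kinetic read after compound addition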
M1 PAM parental: nonselective activator or artifact in parental CHO-K1 calcium assay. activation, % at 3 µM. 360,000 compounds, 0.02% hits. ATP EC20, Fluo-8 calcium fluorescence; 0% at ATP EC20, 100% at ATP max;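 active = activation above the run cutoff, the mean activation of all test compounds plus 3 SD, cut at about 40% in these data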;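 also: peak over basal fluorescence ratio in a 140 s read after ATP addition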
CHO-K1 Ca antag: counter-screen for M1 antagonists: effect in parental CHO-K1 cells; inhibition, % at 3 µM; 360,000 compounds, 0.6% hits; ATP-induced calcium, Fluo-8 fluorescence; AID 602250;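 active = inhibition above a per-plate cutoff, the plate's mean sample inhibition plus 3 SD, cut at about 24% in these data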;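 also: 0% = DMSO plus EC80 ATP and 100% = DMSO alone without ATP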
TAAR1 antag: antagonists of human TAAR1 | Q96RJ0 | CHO RD-HGA16 TAAR1, Fluo-8 calcium fluorescence, antagonist | inhibition, % at 3 µM | 360,000 compounds, 1.5% hits;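 active = inhibition above a per-plate cutoff, the mean inhibition of test compounds on that plate plus 3 SD, cut at about 49% in these data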;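 also: 0% = DMSO plus EC80 beta-PEA response and 100% = DMSO alone without agonist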
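Test system: hTAAR1-expressing CHO RD-HGA16 cells, Gα16-coupled; Probe or stimulus: EC80 β-phenethylamine stimulus; Compound dosing: single nominal final test compound concentration of 3 µM; Timing: 140 s kinetic read after compound, 140 s after agonist; Signal: Fluo-8 calcium-sensitive fluorescence; Measure: % inhibition of agonist calcium response; Controls: DMSO and EC80 PEA controls.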
M1 PAM: human CHRM1 positive allosteric modulation; P11229; AID 588819; activation, % at 3 µM; 360,000 compounds, 0.088% hits; CHO-K1 hM1, Fluo-8 calcium fluorescence, ACh EC20; 0% = ACh EC20, 100% = maximal ACh; in the data active = activation above about 19%, passing the limit was not always enough
M1 ag parental: M1 agonist counterscreen hit in parental CHO-K1 cells | Fluo-8 calcium fluorescence; scaled to maximal ATP response, vehicle zero | activation, % at 3 µM | 360,000 compounds, 0.48% hits | AID 602248; in the data active = activation above about 15%;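 also: untransfected CHO-K1 host cells lacking M1 receptor as counterscreen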
CHO parental Ca: counter-screen: ATP calcium response change in parental CHO cells | parental CHO-K1, ATP-induced calcium, Fluo-8 fluorescence | inhibition, % at 5.6 µM | 330,000 compounds, 0.63% hits | AID 463079;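 active = inhibition above that plate's mean sample inhibition plus 3 SD, cut at about 26% in these data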;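 also: 0% = ATP-challenged DMSO wells and 100% = DMSO wells without ATP; some compounds past the cut are filed as inactive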
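Assay system – parental CHO cells · Reagent – ATP stimulus · Detection – intracellular calcium via Fluo-8 no-wash fluorescent dye · Evaluation – percent inhibition of ATP-evoked calcium rise, normalized to controls · Controls – ATP wells versus no-ATP DMSO wells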
* marks the source's active call; other numbers are inactive results; x = not tested or not shown.

SMILES	TAAR1 agonist	M1 antag	CHRM1 agonist	M1 PAM parental	CHO-K1 Ca antag	TAAR1 antag	M1 PAM	M1 ag parental	CHO parental Ca
COc1cccc(NC(=S)NC(=O)Cc2ccc(Cl)cc2)c1	93*	7	37*	23	6	84*	8	23*	9
O=C(CN1C(=O)NC2(CCCCC2)C1=O)Nc1ccc(S(=O)(=O)N2CCOCC2)cc1	8	-21	-3	10	-2	15	8	0.0	-1
Cc1ccccc1OCC(=O)N/N=C1\CC(=O)CC(C)(C)C1	1	-9	-3	11	11	-23	8	0.3	-18
O=C1CC(N2CCCc3ccccc32)C(=O)N1c1ccccc1Cl (stereo not given)	9	-1	-3	18	-4	31	6	1.8	-22
O=C1c2ccccc2NC2(CCCC2)N1O	2	-4	-4	12	-3	6	4	0.0	0
NCCSc1c(-c2ccc(Cl)cc2)[nH]c2ccccc12	18	-7	4	16	-6	-11	10	3.7	-3
CC1CCc2c(sc(NC(=O)CSc3ncn[nH]3)c2C#N)C1 (stereo not given)	9	1	0	14	-2	4	-3	6.1	-17
O=C(Nc1ccc(Cl)cc1)c1cc(S(=O)(=O)Nc2ccccn2)ccc1Cl	4	-1	-2	-10	-12	-3	1	2.4	-12
CC(C)C1CC(C(=O)Nc2ccccc2)C(=O)O1 (stereo not given)	0	6	-3	0	0	-20	-2	-0.1	-4
CCOC(=O)c1cc(S(=O)(=O)NCCc2ccc(OC)c(OC)c2)cn1C	2	0	-1	7	-10	-36	-1	4.2	21
O=C(N/C(=C\c1ccc(-c2ccccc2)o1)C(=O)N1CCOCC1)c1ccccc1	8	-8	-7	15	-8	-11	2	1.0	x
O=C(NCc1cccnc1)c1ccc([N+](=O)[O-])o1	1	-4	-6	15	-1	9	5	0.4	-1

A draw from above in order of number of heavy atoms, lowest first:
SMILES	TAAR1 agonist	M1 antag	CHRM1 agonist	M1 PAM parental	CHO-K1 Ca antag	TAAR1 antag	M1 PAM	M1 ag parental	CHO parental Ca
NCCSc1c(-c2ccc(Cl)cc2)[nH]c2ccccc12	18	-7	4	16	-6	-11	10	3.7	-3
CC1CCc2c(sc(NC(=O)CSc3ncn[nH]3)c2C#N)C1 (stereo not given)	9	1	0	14	-2	4	-3	6.1	-17
CCOC(=O)c1cc(S(=O)(=O)NCCc2ccc(OC)c(OC)c2)cn1C	2	0	-1	7	-10	-36	-1	4.2	21
O=C(N/C(=C\c1ccc(-c2ccccc2)o1)C(=O)N1CCOCC1)c1ccccc1	8	-8	-7	15	-8	-11	2	1.0	x
O=C(CN1C(=O)NC2(CCCCC2)C1=O)Nc1ccc(S(=O)(=O)N2CCOCC2)cc1	8	-21	-3	10	-2	15	8	0.0	-1

Remaining list, next part:
SMILES	TAAR1 agonist	M1 antag	CHRM1 agonist	M1 PAM parental	CHO-K1 Ca antag	TAAR1 antag	M1 PAM	M1 ag parental	CHO parental Ca
C=CC[n+]1c(-c2ccc(C)cc2)csc1Nc1ccc(NC(C)=O)cc1	7	-2	-5	10	-13	38	-5	1.1	x
CCC(C)NC(=O)C1CCN(S(=O)(=O)c2cc([N+](=O)[O-])ccc2Cl)CC1 (stereo not given)	2	-14	-2	21	-11	-15	16	0.7	-20
CCOc1ccc(NC(=O)c2ccccc2CO)cc1	1	-6	-6	-7	30*	9	3	0.1	-12
COc1ccccc1N1C(=O)C2C3C=CC(CC3)C2C1=O (stereo not given)	4	-15	-2	11	-2	-9	8	0.9	-9
COc1ccc(S(=O)(=O)Nc2ccc(O)c(Sc3ncn[nH]3)c2)cc1	1	4	-3	9	3	-15	0	0.2	5
CC(C)CCn1c(C(C)O)nc2ccccc21 (stereo not given)	3	-8	-2	16	-5	-5	6	0.6	-10
COC(=O)c1c(SCC(=O)Nc2ccc(C)cc2)nc(=O)[nH]c1C	8	-12	-1	16	-14	-7	5	0.1	-12
CCOC(=O)C1=C(C)NC(=O)NC1c1ccc(N(C)C)cc1 (stereo not given)	0	1	-10	-1	-1	-13	-1	0.0	x
c1ccc(-c2nnc3sc(CN4CCC5(CC4)OCCO5)cn23)cc1	4	10	-4	17	-5	-5	-5	1.5	-4
Cc1cc(C)cc(-n2nc(C)cc2N)c1	8	-12	-5	22	-10	-14	11	-0.3	-23
CCOC(=O)CC1C(=O)NCCN1C1CCCC1 (stereo not given)	2	10	-3	-13	0	-10	-2	0.0	13
COC(=O)c1ccccc1NC(=O)C1CC(=O)N(c2ccc(OC)cc2)C1 (stereo not given)	3	-11	-4	4	-16	-9	5	1.7	-25

Looked up above:
For CHO parental Ca, `Cc1cc(C)cc(-n2nc(C)cc2N)c1` has -23
For CHO-K1 Ca antag, `c1ccc(-c2nnc3sc(CN4CCC5(CC4)OCCO5)cn23)cc1` has -5

Following part:
SMILES	TAAR1 agonist	M1 antag	CHRM1 agonist	M1 PAM parental	CHO-K1 Ca antag	TAAR1 antag	M1 PAM	M1 ag parental	CHO parental Ca
N#CSCC(=O)c1cccc2ccccc12	3	6	-5	10	2	-19	5	0.0	-1
CCCC(C)NC(=S)NC(=O)c1cc(S(=O)(=O)N2CCOCC2)ccc1C (stereo not given)	6	-11	-5	19	-8	-2	4	3.2	-25
O=C(Nc1ccc(C(=O)O)cc1)/C(=C/c1ccc2c(c1)OCO2)NC(=O)c1cccc(Br)c1	4	-3	0	0	4	8	13	-0.4	-5
O=C(CCc1nnc2n(Cc3ccccc3)c(=O)c3ccccc3n12)NCCCN1CCCCC1	2	21	-5	14	-21	-2	-8	0.5	-12
Cc1nnc(SCCn2c(N(C)Cc3ccccc3)nc3c2c(=O)[nH]c(=O)n3C)s1	0	-8	-8	11	9	14	13	0.6	-5
O=S(=O)(NC(=S)NC1CCCCC1)c1ccccc1	0	-9	0	-2	-8	4	10	-0.1	2
CCN(CC)C(=O)c1ccccc1NS(=O)(=O)c1ccc(C)cc1	12	-2	-3	5	-14	-6	3	0.1	-7
COc1cccc(CSc2nnc(CSc3nc4nc(C)cc(C)n4n3)s2)c1	1	-6	-4	9	-5	-5	4	4.8	-24
COc1cc(C)c(C)cc1S(=O)(=O)NC1CC(C)(C)NC(C)(C)C1	-1	-22	-3	-14	-1	9	13	0.4	-4
Cc1noc(C)c1COc1ccc(C(=O)Nc2ccccn2)cc1	1	-13	-4	23	-7	-16	6	3.7	-8
O=C1CCc2cc(S(=O)(=O)N3CCCCC3)cc3c2N1CC3	2	2	-3	-8	14	-7	1	0.6	-17
COc1ccc(-c2csc(NC(C)c3nc4cc(Cl)c(N5CCCCC5)cc4n3CCCO)n2)cc1 (stereo not given)	6	7	-3	6	-10	-19	-1	0.3	-17

An excerpt from above in order of their number in CHRM1 agonist, rising.
SMILES | M1 antag | CHRM1 agonist | TAAR1 antag
Cc1nnc(SCCn2c(N(C)Cc3ccccc3)nc3c2c(=O)[nH]c(=O)n3C)s1 | -8 | -8 | 14
O=C(CCc1nnc2n(Cc3ccccc3)c(=O)c3ccccc3n12)NCCCN1CCCCC1 | 21 | -5 | -2
Cc1noc(C)c1COc1ccc(C(=O)Nc2ccccn2)cc1 | -13 | -4 | -16
COc1ccc(-c2csc(NC(C)c3nc4cc(Cl)c(N5CCCCC5)cc4n3CCCO)n2)cc1 (stereo not given) | 7 | -3 | -19
O=S(=O)(NC(=S)NC1CCCCC1)c1ccccc1 | -9 | 0 | 4

Next section.
SMILES	TAAR1 agonist	M1 antag	CHRM1 agonist	M1 PAM parental	CHO-K1 Ca antag	TAAR1 antag	M1 PAM	M1 ag parental	CHO parental Ca
O=C(Nc1ccc([N+](=O)[O-])cc1)c1cc2ccccc2nc1Cl	9	6	0	1	-2	51*	-9	9.4	-2
CSc1ncc(CN2CCCC(C(=O)Nc3ccc(-c4ccco4)cc3)C2)cn1 (stereo not given)	0	10	-2	-8	1	-8	-4	3.2	11
CS(=O)(=O)N(CC(=O)NCCSc1ccccc1)c1ccc2c(c1)OCO2	13	-3	-3	-1	-21	1	5	1.5	-7
CN1CCC(=O)N([C@H](CSc2ccccc2)Cc2ccccc2)CC1	2	-6	-5	-6	-15	-3	1	1.1	-15
COc1ccc(N2C(=O)Cc3c2nc(N)c(C#N)c3N)cc1	1	-1	1	-26	15	-13	13	0.0	-1
Cc1ccc(C)c(N2CCN(C(=O)CCc3nc(-c4ccccc4F)no3)CC2)c1	8	20	0	12	-13	64*	-14	4.7	-14
CC(=O)Nc1ccc(-c2sc(Nc3ccccc3)n[n+]2C)cc1	15	-3	-5	2	-6	0	2	0.5	0
COC(=O)C(=CC(=CN(C)C)C=C(C(=O)OC)C(=O)OC)C(=O)OC	2	-5	-4	14	-10	-24	2	0.3	-9
Cc1ccc2cc(CN(Cc3ccccc3)Cc3nnnn3C3CCCC3)c(=O)[nH]c2c1	18	-3	-3	8	-17	42	3	0.4	-30
Cc1csc(CNC(=O)C2CCC(=O)N(CCCc3ccccc3)C2)n1 (stereo not given)	5	-1	5	-8	8	-7	16	0.1	2
COC(=O)c1noc(-c2ccc(OC)cc2)n1	1	-17	0	16	-5	4	3	0.5	-2
CCOC(=O)N1CCc2c(sc(NC(=O)CN(CC)CC)c2C#N)C1	2	-15	-5	14	-4	-31	8	0.7	-12
COc1cc(CC(=O)N2CCC(n3nccc3NC(=O)C3CC3)CC2)cc(OC)c1OC	1	-8	-1	-6	-1	-3	7	0.7	1
NS(=O)(=O)c1cccc(NC(=O)COC(=O)CCCc2c[nH]c3ccccc23)c1	2	-9	-2	-3	-6	27	10	-0.1	-9
CC1CC(=O)N(CC(=O)NCc2ccco2)c2ccccc2S1 (stereo not given)	2	-3	-4	12	-3	11	4	0.3	-20
CCOC(=O)C1(CCC(C)C)CC(CSc2nc3ccccc3[nH]2)OC1=O (stereo not given)	12	11	-5	12	2	30	-6	0.9	-8
O=C(c1ccccc1)c1ccc(N2CCOCC2)c(NC(=O)c2ccco2)c1	4	1	-2	14	-1	39	-2	2.1	-13
NC(=O)CCN1CCN(CCOC2Cc3cc(Cl)ccc3Sc3ccccc32)CC1 (stereo not given)	6	-2	-11	12	-5	3	-8	4.2	-6
CCN(CCn1cccn1)C(=O)c1cc(COc2ccc(F)c(F)c2)on1	12	-3	2	23	-9	-45	2	4.9	-10

Structures listed above shown as hits in TAAR1 antag:
canonical_smiles | M1 antag | CHRM1 agonist | TAAR1 antag
COc1cccc(NC(=S)NC(=O)Cc2ccc(Cl)cc2)c1 | 7 | 37* | 84*
O=C(Nc1ccc([N+](=O)[O-])cc1)c1cc2ccccc2nc1Cl | 6 | 0 | 51*
Cc1ccc(C)c(N2CCN(C(=O)CCc3nc(-c4ccccc4F)no3)CC2)c1 | 20 | 0 | 64*
